Compound activity (PubChem BioAssay)
GPR7 antagonist: antagonists of human GPR7 (neuropeptides B/W receptor 1); GPR7-expressing cells, fluorescence antagonist assay; inhibition, % at 4.4 µM; hit rate 1.1% among 290,000; in the data active = inhibition above about 16%, passing the limit was not always enough;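 also: cells stimulated with the agonist NPW; 0% = agonist with vehicle and 100% = vehicle without agonist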
OXTR potentiate: potentiates the human oxytocin receptor response | hit rate 0.061% among 320,000 | AID 2445 | activation, % at 3 µM | CHO-OTR cells, Fluo-8 calcium fluorescence, potentiator mode; 0% = oxytocin EC15, 100% = EC100 | P30559;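 active = activation above that plate's cutoff, the mean activation of tested compounds plus 3 SD, cut at about 6.6% in these data, passing the limit was not always enough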;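 also: 100% uses oxytocin at 75 nM as the full agonist control; some results filed as inactive read as strong as hits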
Target sequence (P30559 whole entry, looked up): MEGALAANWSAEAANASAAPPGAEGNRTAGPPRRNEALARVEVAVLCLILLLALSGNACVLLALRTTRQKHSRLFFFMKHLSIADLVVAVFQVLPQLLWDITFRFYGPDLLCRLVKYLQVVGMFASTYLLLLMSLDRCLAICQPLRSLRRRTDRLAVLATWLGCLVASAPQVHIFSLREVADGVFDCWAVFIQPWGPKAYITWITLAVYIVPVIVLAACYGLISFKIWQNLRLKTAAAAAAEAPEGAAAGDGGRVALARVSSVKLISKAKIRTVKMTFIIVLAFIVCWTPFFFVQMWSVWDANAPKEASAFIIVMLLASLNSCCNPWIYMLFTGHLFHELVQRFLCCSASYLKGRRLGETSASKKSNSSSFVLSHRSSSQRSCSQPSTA
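Measured by – Fluo-8 calcium dye fluorescence · Test system – human OTR in CHO cells · Dosing – one concentration, 3.0 µM compound · Controls – EC15 oxytocin alone as 0%, 75 nM oxytocin as 100% · Evaluation – normalized max/min fluorescence ratio, % activation · Timing – 6 min pre-incubation, 100 s read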
OXTR ag: agonists of human oxytocin receptor; CHO-OTR cells, Fluo-8 calcium fluorescence; normalized: DMSO 0%, oxytocin 100%; hit rate 0.32% among 320,000; P30559; activation, % at 3 µM;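 active = activation above the mean of all tested compounds plus 3 SD, cutoff set per screening run, cut at about 20% in these data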;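 also: peak over basal fluorescence ratio from a 100 s FLIPR kinetic read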
M18AAP inhibitor: PfM18AAP enzyme inhibition; inhibition, % at 7.35 µM; recombinant PfM18AAP, H-Glu-NHMec fluorogenic cleavage; hit rate 1.2% among 290,000;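 active = inhibition above the campaign mean inhibition over all tested compounds plus 3 SD, cut at about 28% in these data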;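 also: 0% = plate median of test compound wells and 100% = 2 mM ZnCl2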
MEKK2wt PB1 HTS: raises or lowers MEK5 binding to wildtype human MEKK2 PB1 domain | hit rate 1.1% among 290,000 | AID 1531 | binding response (% of control), % at 10 µM | bead flow cytometry, Alexa488-MEK5 binding to MEKK2 WT; actives lie on both sides | Q9Y2U5; in the data active = binding response below about 67% or above about 130%
MEKK2 mut-MEK5: signal of MEK5 binding to mutant human MEKK2 PB1 domain. bead flow cytometry, Alexa488-MEK5 binding to MEKK2 mutant. percent response, % at 10 µM. hit rate 0.35% among 290,000; in the data active = percent response above about 24%, passing the limit was not always enough; also: inactives centre near 1; some results filed as inactive read as strong as hits
GalR3 antag: human GalR3 antagonism. O60755. HEK293 GalR3-CNG cAMP membrane potential fluorescence; galR3 body fused to GalR1 C-terminus. inhibition, % at 3 µM. hit rate 0.44% among 360,000. AID 651719;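 active = inhibition above the screen-wide average plus 3 SD, cut at about 13% in these data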;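 also: forskolin and galanin both at EC90 stimulate the cells; cAMP rise reported by CNG channel membrane potential dye signal; 0% = forskolin plus galanin with DMSO and 100% = forskolin alone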
Target sequence (O60755 1-299 limits assumed): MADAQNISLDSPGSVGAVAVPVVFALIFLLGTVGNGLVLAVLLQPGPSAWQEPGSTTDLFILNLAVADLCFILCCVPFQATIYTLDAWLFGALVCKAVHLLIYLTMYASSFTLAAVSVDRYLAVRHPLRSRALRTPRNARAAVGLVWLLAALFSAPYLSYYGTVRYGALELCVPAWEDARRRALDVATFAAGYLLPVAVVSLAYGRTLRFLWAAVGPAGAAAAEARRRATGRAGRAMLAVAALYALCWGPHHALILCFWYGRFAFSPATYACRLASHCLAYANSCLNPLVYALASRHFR
NALP1 inh: inhibitors of NALP1 inflammasome in yeast | S. cerevisiae NALP1/ASC/caspase-1 growth, X-gal OD620, 72 h | inhibition, % at 10 µM | hit rate 0.61% among 280,000; in the data active = inhibition mostly above about 24%, no sharp cut-off; inactive = mostly below about 32%; also: some compounds called inactive have numbers as strong as hits
V1R ag counter: counter-screen for oxytocin receptor agonists: human V1a receptor agonists | P37288 | CHO-V1R cells, Fluo-8 calcium fluorescence, agonist mode; 0% DMSO, 100% 3 nM vasopressin | activation, % at 3 µM | hit rate 0.25% among 320,000 | AID 2797;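 active = activation above the mean activation of all tested compounds plus 3 SD, per screening run, cut at about 20% in these data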;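 also: signal is peak over basal fluorescence ratio across a 100 second FLIPR read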
Target sequence (P37288 whole entry, looked up): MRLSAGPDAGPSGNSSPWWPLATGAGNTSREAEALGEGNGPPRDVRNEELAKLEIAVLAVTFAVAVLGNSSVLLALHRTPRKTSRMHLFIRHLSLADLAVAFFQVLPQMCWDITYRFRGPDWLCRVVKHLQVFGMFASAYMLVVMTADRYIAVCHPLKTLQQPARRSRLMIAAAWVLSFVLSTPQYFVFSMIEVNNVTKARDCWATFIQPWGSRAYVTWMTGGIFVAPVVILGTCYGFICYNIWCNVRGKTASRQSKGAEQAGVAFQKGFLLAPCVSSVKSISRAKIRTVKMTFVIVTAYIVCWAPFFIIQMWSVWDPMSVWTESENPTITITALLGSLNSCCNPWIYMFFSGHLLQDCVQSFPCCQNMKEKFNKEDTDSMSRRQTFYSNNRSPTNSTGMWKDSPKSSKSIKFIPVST
* marks the source's active call; other numbers are inactive results; . = not tested or not shown.

| SMILES | GPR7 antagonist | OXTR potentiate | OXTR ag | M18AAP inhibitor | MEKK2wt PB1 HTS | MEKK2 mut-MEK5 | GalR3 antag | NALP1 inh | V1R ag counter |
| --- | --- | --- | --- | --- | --- | --- | --- | --- | --- |
| Cc1noc(C)c1S(=O)(=O)N1CCC(C(=O)NCCC2=CCCCC2)CC1 | -2.7 | -1.5 | -0.5 | -2.6 | 103.0 | 3.0 | -1.7 | 10.7 | 0.9 |
| CN(N)c1ccc2c(C(F)(F)F)cc(C(F)(F)F)nc2n1 | -16.3 | -1.6 | -0.6 | -7.6 | 101.0 | -4.0 | -1.0 | 8.1 | -1.1 |
| O=C(OCC(=O)N1CCc2ccccc21)c1cccc(S(=O)(=O)N2CCCc3ccccc32)c1 | -6.7 | -2.8 | -0.6 | -2.3 | 102.0 | -2.0 | -5.8 | 5.5 | -0.1 |
| Nc1nnc(SCC(=O)NCc2ccc3c(c2)OCO3)s1 | 5.7 | -8.3 | -0.4 | 2.0 | 105.0 | 1.0 | 0.4 | 13.1 | 1.1 |
| Cc1ccccc1NC(=O)C1C2CCC(O2)C1C(=O)O (stereo unspecified) | -7.3 | -5.3 | 0.3 | 9.8 | 106.0 | 17.0 | -2.4 | 4.3 | 0.0 |
| Cc1ccc(S(=O)(=O)c2c(COC(=O)c3ccccc3Cl)c(-c3ccccc3)nn2C)cc1 | -1.8 | -1.3 | 0.1 | 0.0 | 102.0 | 8.0 | -5.6 | 42.0* | 0.2 |
| N[C@@H](Cc1ccccc1)C(=O)N1CCC(C(=O)N[C@@H](CCC(=O)O)C(=O)O)CC1 | -12.7 | -2.7 | 0.8 | -6.3 | 101.0 | 2.0 | -10.8 | -4.0 | 0.6 |
| O=C(Nc1ccc2c(c1)OCO2)c1cc2nc(C3CC3)cc(C(F)(F)F)n2n1 | -6.2 | . | . | -14.7 | 100.0 | 3.0 | . | -1.3 | . |
| CC(=O)Nc1cccc(C(=O)Nc2ccccc2N2CCOCC2)c1 | -0.5 | -6.0 | -0.2 | 8.9 | 100.0 | 4.0 | -0.3 | 0.0 | -0.3 |
| CCC(C(=O)Nc1cccc(S(=O)(=O)N(C)c2ccccc2)c1)c1ccccc1 (stereo unspecified) | . | -13.5 | 0.2 | . | . | . | -5.4 | . | 11.8 |

Brought forward from above: three compounds; new compounds follow.
| SMILES | GPR7 antagonist | OXTR potentiate | OXTR ag | M18AAP inhibitor | MEKK2wt PB1 HTS | MEKK2 mut-MEK5 | GalR3 antag | NALP1 inh | V1R ag counter |
| --- | --- | --- | --- | --- | --- | --- | --- | --- | --- |
| O=C(Nc1ccc2c(c1)OCO2)c1cc2nc(C3CC3)cc(C(F)(F)F)n2n1 | -6.2 | . | . | -14.7 | 100.0 | 3.0 | . | -1.3 | . |
| CC(=O)Nc1cccc(C(=O)Nc2ccccc2N2CCOCC2)c1 | -0.5 | -6.0 | -0.2 | 8.9 | 100.0 | 4.0 | -0.3 | 0.0 | -0.3 |
| CCC(C(=O)Nc1cccc(S(=O)(=O)N(C)c2ccccc2)c1)c1ccccc1 (stereo unspecified) | . | -13.5 | 0.2 | . | . | . | -5.4 | . | 11.8 |
| O=C(COC(=O)c1ccc(F)cc1F)NC(=O)Nc1ccc2c(c1)OCCO2 | . | -9.1 | 0.6 | . | . | . | -3.0 | . | 2.2 |
| Cc1noc(C)c1COc1ccccc1C(=O)Nc1cccc(S(=O)(=O)N(C)C)c1 | . | -0.4 | -0.3 | . | . | . | -5.2 | . | 0.2 |
| CSc1ccc(CN(C)C(=O)c2cc(S(=O)(=O)NCc3ccccc3)ccc2C)cc1 | . | -18.1 | 4.5 | . | . | . | -4.8 | . | 6.9 |
| CCCCNC(=S)N(C)/N=C/c1ccccc1F | -5.0 | -6.0 | -2.2 | 5.3 | 103.0 | 0.0 | 1.4 | 11.8 | -1.0 |
| CC(C)NC(=O)Nc1cccc2c1O[C@H](CN(C)S(C)(=O)=O)[C@@H](C)CN([C@H](C)CO)C2=O | . | -3.4 | 0.7 | . | . | . | -5.8 | . | 1.2 |
| CCC(C)n1c(=O)c(C(=O)Nc2ccccc2S(N)(=O)=O)c(O)c2ccccc21 (stereo unspecified) | -4.6 | -10.6 | -1.9 | 1.6 | 107.0 | 3.0 | -7.6 | 14.6 | 0.8 |
| Nc1ccccc1-c1nnc(SCc2ccccc2F)[nH]c1=O | 12.2 | -4.9 | 1.2 | -0.8 | 90.0 | -9.0 | -1.8 | 7.8 | 0.4 |
| O=C(Nc1ccccc1C(=O)Nc1nncs1)c1ccccc1 | -12.9 | -15.0 | 5.8 | -4.2 | 87.0 | -19.0 | -7.6 | . | 12.6 |
| CC(=O)Nc1ccc(S(=O)(=O)N2CCC3(CC2)OCCO3)cc1 | -13.2 | -10.3 | 1.3 | -3.1 | 103.0 | 12.0 | -1.2 | 11.6 | 0.7 |
| COc1ccc(CN(C(=O)c2snc(C(N)=O)c2N)C(CC(C)C)C(=O)NC2CCCCC2)cc1 (stereo unspecified) | -12.5 | -12.1 | -1.9 | -2.1 | 90.0 | -8.0 | -10.8 | 23.9 | 0.1 |
| COc1ccc(OC)c(N(/C(N)=N/c2nc(C)cc(C)n2)S(=O)(=O)c2ccc(NC(C)=O)cc2)c1 | 0.0 | -4.2 | 0.5 | -6.1 | 94.0 | -14.0 | -6.1 | 26.0 | -0.5 |
| COc1cccc(/C=C2\C=C(c3ccc(C)cc3)OC2=O)c1OC(C)=O | 4.5 | -10.0 | 0.3 | 0.3 | 105.0 | 2.0 | -10.2 | 7.5 | 0.5 |
| Cc1occc(=O)c1OCc1ccc(F)cc1 | -9.7 | -7.3 | -1.0 | 1.9 | 105.0 | 6.0 | 5.8 | 0.5 | 0.0 |
| O=C(Nc1ccccc1)c1ccc2c(c1)OCO2 | 3.9 | -5.5 | -1.0 | 2.3 | 108.0 | 6.0 | -0.1 | 15.1 | -0.3 |
| CCOc1ccc(S(=O)(=O)NCc2cccnc2)c2ccccc12 | 4.7 | -12.6 | 2.2 | -0.1 | 98.0 | -10.0 | -6.6 | 34.0 | 2.5 |
| COCCCn1c(=NC(C)=O)c(C#N)cc2c(=O)n3cccc(C)c3nc21 | -4.6 | -0.3 | -1.5 | -1.0 | 98.0 | -1.0 | -2.7 | 8.9 | 0.2 |
| CCOc1ccc(NC(=O)CSC2=NCCN2)cc1 | -6.8 | -9.6 | 0.3 | 20.0 | 97.0 | -1.0 | -1.2 | 15.7 | -0.3 |
| CCN(CC(=O)Nc1cc(Cl)ccc1C)C(=O)CN1C(=O)NC2(CCCC2)C1=O | . | -6.2 | -0.3 | . | . | . | -1.6 | . | -1.0 |
| O=S(=O)(c1ccccc1)c1nc(-c2cccs2)oc1NCC1CCCO1 (stereo unspecified) | -16.3 | -8.8 | -1.5 | -5.8 | 100.0 | 1.0 | -9.6 | 21.9 | 0.1 |
| O=C(c1ccc2c(c1)OCO2)N(c1ccc(F)cc1)C1C=CS(=O)(=O)C1 (stereo unspecified) | 1.5 | -1.0 | 0.0 | -1.9 | 112.0 | 7.0 | 0.4 | 17.1 | 0.1 |
| COc1ccc(CC(=O)N2N=C(C)CC2(O)c2cccnc2)cc1OC (stereo unspecified) | -3.9 | -5.0 | -0.8 | 12.5 | 100.0 | -1.0 | 2.0 | 11.5 | -0.3 |
| O=C(NCC1CCCO1)c1ccc(NS(=O)(=O)c2cccc([N+](=O)[O-])c2)cc1 (stereo unspecified) | 13.7 | -2.0 | 0.2 | -5.2 | 98.0 | -6.0 | 3.1 | -9.9 | -1.3 |
| CC(=O)c1cccc(NC(=O)c2cccc3ccccc23)c1 | 5.6 | -5.8 | 1.2 | -1.3 | 108.0 | 5.0 | -7.8 | 24.6 | 1.5 |
| CCOC(=O)/C(=C\c1ccc(OC)c(OC)c1)C(=O)c1cccnc1 | -4.1 | -1.6 | -0.7 | 2.0 | 104.0 | 1.0 | -3.4 | 4.0 | -0.1 |
| Cc1cccc(-n2c(Cc3ccccc3)nnc2SCC(=O)N2CCOCC2)c1 | 8.0 | -4.3 | 1.0 | 2.7 | 107.0 | 10.0 | 2.8 | 11.3 | 0.9 |
| Nc1nc2n(n1)C(c1ccc(Cl)cc1)CC(c1ccc(F)cc1)N2 (stereo unspecified) | 7.5 | 5.0 | -0.1 | -3.4 | 93.0 | 1.0 | 3.6 | 5.8 | 2.1 |
| COc1ccccc1N1CCN(/N=C/c2ccc(O)cc2O)CC1 | -12.5 | -3.3 | 3.2 | 10.0 | 105.0 | 2.0 | -1.4 | 7.9 | 4.5 |
| O=C1OC[C@H]2CCCN2C(=O)[C@@H](CC(=O)N(CCO)Cc2ccccc2)C/C=C\CC[C@@H]1Cc1ccc(F)cc1 | . | -5.6 | -2.6 | . | . | . | -6.0 | . | -1.2 |
| N#Cc1cccc(NC(=O)CSc2nnc(-c3n[nH]c4ccccc34)o2)c1 | -1.7 | -9.2 | 1.6 | 20.7 | 100.0 | 2.0 | -2.3 | 12.4 | 2.7 |
| COc1ccc(/C(N)=N/OC(=O)/C=C/c2ccccc2)cc1 | -2.5 | -4.5 | -0.2 | 2.4 | 97.0 | -5.0 | -3.0 | -14.9 | 0.9 |
| Cc1nn(C)cc1S(=O)(=O)N1CCN(Cc2cccc(Cl)c2)CC1 | -15.2 | 3.8 | 1.2 | 11.1 | 98.0 | -6.0 | -2.7 | 9.4 | 1.6 |
| C/C(CC(=O)Nc1ccc(Cl)c(Cl)c1)=N\NC(=O)Cc1ccccc1 | -1.9 | -12.4 | 0.5 | -0.3 | 92.0 | -2.0 | 0.1 | -21.6 | 1.6 |
| O=C(O)c1cnc2ccccc2n1 | -15.1 | -14.2 | 0.3 | -3.8 | 98.0 | -4.0 | -3.6 | 10.3 | -0.5 |
| Cc1ccc(S(=O)(=O)NC(=S)NC2CCCCC2)cc1 | 0.0 | -0.3 | 0.6 | -16.6 | . | . | -3.9 | -34.0 | 0.4 |
| OCCC1CN(Cc2cccn2-c2ncccn2)CCN1C1CCCC1 (stereo unspecified) | -7.9 | -12.7 | 0.0 | 4.1 | 104.0 | 1.0 | 4.6 | -12.9 | -0.1 |
| C1=CC2C3C=CC(C3)C2C1 (stereo unspecified) | . | 1.2 | 0.6 | . | . | . | -2.8 | . | 0.6 |
| COc1ccccc1-n1nnnc1SC(C)C(=O)NC1CCCC1 (stereo unspecified) | . | -7.2 | -0.6 | . | . | . | -4.4 | . | 0.7 |
| O=C(NCc1ccncc1)c1ccc(S(=O)(=O)Nc2ccccc2)cc1 | . | -3.3 | 0.5 | . | . | . | -4.4 | . | 0.8 |
| O=C(CSc1n[nH]c(=O)n1C1CC1)c1ccc2c(c1)OCCO2 | 1.3 | -7.5 | 0.2 | 0.9 | 107.0 | 8.0 | 1.0 | 16.0 | 1.9 |
| CCCCn1c(N)c(N(CCC(C)C)C(=O)c2cccc(-n3cnnn3)c2)c(=O)[nH]c1=O | . | -6.7 | -0.7 | . | . | . | -2.0 | . | 0.1 |
| CCOc1ccccc1NC(=O)COC(=O)C1CCC1 | 4.8 | -5.8 | -0.4 | -0.3 | 86.0 | -11.0 | 2.5 | 17.9 | 12.1 |
| CCN(CC(=O)Nc1cccc(C(C)=O)c1)S(=O)(=O)c1ccc(C)cc1 | 10.9 | -0.1 | -0.3 | 10.2 | 87.0 | -12.0 | -3.2 | 1.6 | 5.2 |
| O=C(COC(=O)c1ccccn1)NNC(=O)c1ccc(Br)cc1 | . | -4.7 | 0.9 | . | . | . | -5.2 | . | 0.8 |

This is a random part of the collection. Share with any hit: about 4.1%.
